Bioassay records deposited in PubChem BioAssay by several laboratories.
HMGR II inh = blocks class II HMG-CoA reductase of Enterococcus faecalis; purified E. faecalis HMGR, NADPH absorbance 340 nm kinetic; inhibition, % at 10 µM; 190,000 tested, 0.41% active; AID 1066;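 active = inhibition above a set limit, the median over all tested compounds plus 3 SD, cut at about 9.5% in these data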;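 note: enzyme runs in reverse so mevalonate oxidation gives rising NADPH absorbance; 0% = complete reaction with DMSO and 100% = background rate lacking mevalonate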
G6PDH counter = L. mesenteroides G6PDH inhibition counter-screen; Purified L. mesenteroides G6PDH, diaphorase/resazurin coupled fluorescence, 45 min; inhibition, % at 5 µM; 200,000 tested, 0.12% active; AID 1020; in the data active = inhibition above about 50%
FLuc act counter = firefly luciferase counter-screen for stimulation assays; 200,000 tested, under 10 active; ATPlite luciferase biochemical, luminescence, 10 min; 0 = ATP-free wells, 1 = DMSO control; activation factor at 10 µM; P08659;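 active = luciferase activation factor, scaled between plate controls, of at least 2 with compound at 10 µM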
Target sequence (P08659 whole entry, looked up): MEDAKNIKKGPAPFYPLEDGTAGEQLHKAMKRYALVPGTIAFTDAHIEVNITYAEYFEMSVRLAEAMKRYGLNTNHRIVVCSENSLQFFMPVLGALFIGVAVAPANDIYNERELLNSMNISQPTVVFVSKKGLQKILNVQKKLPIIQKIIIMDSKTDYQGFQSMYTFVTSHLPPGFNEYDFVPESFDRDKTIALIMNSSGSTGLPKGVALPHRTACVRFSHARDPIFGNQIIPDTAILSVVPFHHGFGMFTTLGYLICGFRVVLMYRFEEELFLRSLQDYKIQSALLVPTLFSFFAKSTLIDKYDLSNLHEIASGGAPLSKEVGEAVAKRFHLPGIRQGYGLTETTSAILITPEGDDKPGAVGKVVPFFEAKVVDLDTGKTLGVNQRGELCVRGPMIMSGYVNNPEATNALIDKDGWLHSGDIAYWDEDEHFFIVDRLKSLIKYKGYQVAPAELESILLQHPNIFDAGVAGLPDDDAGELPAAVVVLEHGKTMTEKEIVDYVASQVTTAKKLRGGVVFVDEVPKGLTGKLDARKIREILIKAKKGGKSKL
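System: luciferase plus luciferin reagent, cell-free; medium: PBS as buffer for the ATP substrate; dosing: test compounds dosed from 2 mM stocks in 100% DMSO; timing: 10 min post-reagent at room temperature; measured by: luminescence measurement of luciferase light output; evaluation: luciferase activation, seen as luminescence increase over controls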
TNAP inh hi DEA = inhibitors of human TNAP at high phosphate acceptor concentration; purified TNAP, CDP-star luminescence, 1 M DEA; inhibition, % at 20 µM; 200,000 tested, 0.03% active;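 active = over 50% inhibition of tissue-nonspecific alkaline phosphatase at 20 µM in the single-dose screen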;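 note: plate controls were DMSO wells for no effect and EDTA-quenched wells as full inhibition for full effect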
Target sequence (P05186 whole entry, looked up): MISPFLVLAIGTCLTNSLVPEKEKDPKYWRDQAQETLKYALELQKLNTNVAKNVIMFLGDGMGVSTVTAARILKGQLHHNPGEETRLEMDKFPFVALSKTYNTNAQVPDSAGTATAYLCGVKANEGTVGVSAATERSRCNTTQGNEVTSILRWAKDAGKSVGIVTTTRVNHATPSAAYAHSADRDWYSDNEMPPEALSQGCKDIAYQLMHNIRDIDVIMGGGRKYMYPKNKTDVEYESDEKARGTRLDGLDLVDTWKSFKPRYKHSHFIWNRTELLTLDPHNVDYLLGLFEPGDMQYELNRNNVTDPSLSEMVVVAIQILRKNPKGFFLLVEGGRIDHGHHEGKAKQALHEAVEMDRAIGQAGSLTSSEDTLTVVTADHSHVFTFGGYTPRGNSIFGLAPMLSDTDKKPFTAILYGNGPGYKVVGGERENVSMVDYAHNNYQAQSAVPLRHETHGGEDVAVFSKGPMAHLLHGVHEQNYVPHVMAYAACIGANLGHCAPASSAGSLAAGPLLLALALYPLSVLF
TNAP act hi DEA = TNAP (human) activation, high acceptor; P05186; purified TNAP, CDP-star luminescence, 1 M DEA, 30 min; hits give high values; 0 = EDTA background, 1 = DMSO-only activity; activation factor at 20 µM; 200,000 tested, under 10 active;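 active = activation factor at least 2 at 20 µM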
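Assay system: human TNAP; Input: enzyme diluted 1/800 final; Reagent: CDP-star luminogenic substrate at 100 µM final; Timing: 30 min, room temperature; Signal: luminescence; Evaluation: TNAP activation factor scaled between EDTA and DMSO control wells.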
PMI act = phosphomannose isomerase (human) activation | purified human PMI, coupled resazurin fluorescence, 20 min; hits give high values; 1 = vehicle control, 0 substrate-free wells | P34949 | 190,000 tested, 0.005% active | activation factor at 20 µM;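 active = activation factor of 2 or more at 20 µM, relative to plate controls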
Diaphorase inh = inhibits diaphorase or chemically oxidizes, flagging diaphorase assay artifacts | 190,000 tested, 0.69% active | AID 1217 | inhibition, % at 20 µM | diaphorase resazurin-to-resorufin fluorescence, NADH, 16 min; bacterial (C. kluyveri) enzyme, not human;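 active = primary screen inhibition at 20 µM above a set limit, cut at about 50% in these data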;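 note: plate controls were DMSO with full reaction for no effect and wells lacking NADH for full effect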
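material = Clostridium kluyveri diaphorase enzyme | amount = 0.14 U/mL diaphorase, enzyme working solution | schedule = incubation 16 min, room temperature | detection = fluorescence of resorufin formed from resazurin, Ex 544/Em 590 nm | benchmarks = positive control minus NADH, DMSO neutral control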
Diaphorase act = activates diaphorase or chemically reduces, flagging diaphorase assay artifacts; Diaphorase/resazurin coupled assay, resorufin fluorescence, 16 min; hits give high values; 1 = vehicle wells, 0 = NADH-free wells; activation factor at 20 µM; 190,000 tested, 0.005% active; AID 1229;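 active = diaphorase activity raised at least twofold by the compound at 20 µM; inactive = activation factor below 2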
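Material: bacterial diaphorase enzyme (C. kluyveri); amount: enzyme 0.07 U/mL final; reagent: NADH substrate 0.114 mM plus resazurin dye 0.1 mM, final; doses: single compound dose of 20 µM, 1% DMSO final; timing: 16 min enzyme reaction, ambient temperature; measured by: fluorescence of resorufin, 544 nm excitation, 590 nm emission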
TNAP inh noacc = TNAP (human) inhibition, acceptor-free conditions | P05186 | purified TNAP, CDP-star luminescence, 30 min | inhibition, % at 20 µM | 200,000 tested, 0.26% active;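 active = tissue-nonspecific alkaline phosphatase inhibition above about 50% at 20 µM in the single-dose screen, limit read from the data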;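 note: 0% = DMSO negative control and 100% = EDTA positive control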
PMI act hi M6P = PMI (human) activation, high substrate | activation factor at 20 µM | P34949 | coupled PMI enzyme assay, resazurin fluorescence, 20 min; hits give high values; 1 = untreated enzyme, 0 = substrate-free blank | 190,000 tested, 0.34% active;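 active = activation factor of 2 or more at 20 µM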
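Material: human phosphomannose isomerase with PGI, G6PDH, diaphorase coupling enzymes. Quantity: 15 ng/mL PMI. Medium: HEPES pH 7.4 buffer with MgCl2 and Tween-20. Reagent: Near-saturating mannose-6-phosphate, 1.0 mM. Compound: 20 µM single dose. Times: enzyme reaction with compound 20 min at room temperature. Detection: resorufin fluorescence at Ex 544/Em 590 nm.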
Numbers without * were called inactive. This is a random part of the collection; overall some 1.7% were active at least once.

SMILES | HMGR II inh | G6PDH counter | FLuc act counter | TNAP inh hi DEA | TNAP act hi DEA | PMI act | Diaphorase inh | Diaphorase act | TNAP inh noacc | PMI act hi M6P
CCNC(=S)NS(=O)(=O)c1ccc(Cl)cc1 | -3 | -17 | 1.1 | 1 | 1 | 0.9 | 20 | 0.8 | -7 | 1
Nc1cc(=O)nc(SCC(=O)Nc2ccccc2)n1-c1ccccc1 | -4 | -1 | 1.1 | -4 | 1 | 1 | 10 | 0.9 | -11 | 1.1
CCc1c(C)nc2ncnn2c1Nc1ccc(C)c(C)c1 | -4 | 6 | 1 | -4 | 1 | 1.2 | 5 | 1 | -5 | 1.2
Cc1ccc(NC(=O)c2ccc3ccccc3n2)nc1 | -2 | -1 | 0.3 | -3 | 1 | 0.8 | 12 | 0.9 | -6 | 0.8
COc1ccc(OCC(=O)NC(CC(=O)O)c2ccc(OC)c(OC)c2)cc1 (configuration not stated) | -2 | 6 | 1.1 | -3 | 1 | 1.2 | -1 | 1 | -8 | 1.1
CCCCCCOc1ccc(OC(=O)c2ccncc2)cc1 | -4 | 4 | 1 | 3 | 1 | 0.9 | 7 | 0.9 | 0 | 0.9
Cc1ccc(C(=O)N2CCCC2)c(F)c1F | -5 | 2 | 1 | 1 | 1 | 1 | 9 | 0.9 | -2 | 0.9
C#CCOCCOCCOCCNc1nc(N2CCN(C(=O)[C@H]([C@@H](C)O)n3cc(CCCCN)nn3)CC2)nc(N2CCN(C(=O)[C@H](C)n3cc(CCCN=C(N)N)nn3)CC2)n1 | 1 | 12 | 1 | -2 | 1 | 1.1 | -15 | 1.2 | -11 | 1.1
Cc1nc(SCC(=O)c2cc3ccccc3oc2=O)c(C#N)c(C)c1C(=O)Nc1ccccc1 | -1 | 12 | 1 | 0 | 1 | 1.1 | 5 | 1 | -5 | 1.4
CCC(=O)Nc1cccc(NC(=O)c2ccc3c(c2)OCCO3)c1 | 1 | 6 | 0.6 | 5 | 0.9 | 1 | -9 | 1.1 | -1 | 1.2
CCN(c1ccccc1)S(=O)(=O)c1ccc(C(=O)Nc2nnc(COC)o2)cc1 | -1 | 2 | 1 | 1 | 1 | 1 | 8 | 0.9 | -2 | 1.1
C[C@H]1CC[C@@]2(O[C@H](CCO)C[C@@H](O)[C@@H]2O)O1 | 0 | 13 | 1 | -7 | 1.1 | 0.9 | 22 | 0.8 | -6 | 0.9
CC(C)Cc1cc(-c2ccco2)c(C#N)c(N)n1 | 1 | 6 | 1 | -4 | 1 | 1 | 25 | 0.7 | -9 | 0.9
CC(=O)NCCn1c(SCc2ccc(C)cc2C)nc2ccccc2c1=O | -3 | 2 | 1 | -1 | 1 | 1 | 10 | 0.9 | -11 | 1
CSc1nsc(SCC(=O)N2CCc3ccccc32)n1 | -13 | -7 | 0.9 | 4 | 1 | 1 | -6 | 1.1 | -4 | 1
Cc1cc(F)ccc1NCc1cc2c(cc1[N+](=O)[O-])OCO2 | -4 | -10 | 1 | 2 | 1 | 0.7 | 40 | 0.6 | 2 | 0.6
CNc1nc(Sc2ccccc2)cc(C(F)(F)F)n1 | 2 | 18 | 1 | -6 | 1.1 | 0.9 | 13 | 0.9 | -9 | 0.9
CC(C)(C)C1=CC(=Nc2ccccc2N)C=C(C(C)(C)C)C1=O | 2 | 4 | 1.1 | -2 | 1 | 1.1 | 8 | 0.9 | -6 | 1.1
COC(=O)C1=C(O)CSC1=Nc1ccccc1 | -5 | 9 | 1 | -2 | 1 | 0.9 | 9 | 0.9 | -8 | 1
Cc1cc(=O)[nH]c(SCC(=O)N2CCC(C(N)=O)CC2)n1 | -2 | -6 | 1 | 4 | 1 | 0.9 | 5 | 1 | 1 | 0.9
CCOc1cc(CNCCCN2CCOCC2)ccc1OCC(=O)NC(C)(C)C | -5 | 5 | 1.1 | 0 | 1 | 1.1 | -4 | 1 | -4 | 1.1
CCOC(=O)c1cc(-c2ccc(N3CCOCC3)cc2)nn1-c1ccc(F)cc1F | -5 | -7 | 1 | -2 | 1 | 0.9 | 16 | 0.8 | -8 | 0.9
CCO[C@H]1OC(C(=O)N2CCN(C)CC2)=C[C@@H](c2csc3ccccc23)[C@@H]1CCCO | 0 | 10 | 1.1 | -8 | 1.1 | 1 | 12 | 0.9 | -9 | 1
CC(C)(CO)NCc1cccs1 | 0 | -1 | 1 | -4 | 1 | 0.9 | 0 | 1 | -9 | 1
Cc1cc(C(=O)Nc2ccccc2C(=O)O)ccc1NC(=O)COc1cccc([N+](=O)[O-])c1 | -1 | 15 | 0.9 | -4 | 1 | 1 | 17 | 0.8 | -8 | 0.9
O=C(c1ccc(F)cc1)N1C2CCC1CC(O)(c1ccc(F)cc1)C2 (configuration not stated) | 0 | 6 | 1 | -1 | 1 | 1 | -11 | 1.1 | -7 | 1
Fc1ccccc1N1CCN(c2ncnc3[nH]ncc23)CC1 | 1 | -3 | 1 | -5 | 1 | 1 | 12 | 0.9 | -75 | 1
CC(C)(C)c1csc(NC(=O)c2cccs2)n1 | -2 | 6 | 0.8 | 0 | 1 | 0.9 | 13 | 0.9 | -6 | 1.1
COCCNC(=O)C(c1ccc(Cl)cc1)N(C(=O)Cn1nnc2ccccc21)c1cccnc1 (configuration not stated) | 1 | 14 | 1 | -6 | 1.1 | 1 | 7 | 0.9 | -8 | 0.9
COc1ccc(Cn2c(=O)[nH]c3cc(C(=O)NCCCN4CCCCC4)ccc3c2=O)cc1 | -3 | 7 | 1.1 | -8 | 1.1 | 1.1 | -2 | 1 | -2 | 1

The final five entries of the section above come first, to join the parts:
SMILES | HMGR II inh | G6PDH counter | FLuc act counter | TNAP inh hi DEA | TNAP act hi DEA | PMI act | Diaphorase inh | Diaphorase act | TNAP inh noacc | PMI act hi M6P
O=C(c1ccc(F)cc1)N1C2CCC1CC(O)(c1ccc(F)cc1)C2 (configuration not stated) | 0 | 6 | 1 | -1 | 1 | 1 | -11 | 1.1 | -7 | 1
Fc1ccccc1N1CCN(c2ncnc3[nH]ncc23)CC1 | 1 | -3 | 1 | -5 | 1 | 1 | 12 | 0.9 | -75 | 1
CC(C)(C)c1csc(NC(=O)c2cccs2)n1 | -2 | 6 | 0.8 | 0 | 1 | 0.9 | 13 | 0.9 | -6 | 1.1
COCCNC(=O)C(c1ccc(Cl)cc1)N(C(=O)Cn1nnc2ccccc21)c1cccnc1 (configuration not stated) | 1 | 14 | 1 | -6 | 1.1 | 1 | 7 | 0.9 | -8 | 0.9
COc1ccc(Cn2c(=O)[nH]c3cc(C(=O)NCCCN4CCCCC4)ccc3c2=O)cc1 | -3 | 7 | 1.1 | -8 | 1.1 | 1.1 | -2 | 1 | -2 | 1
CCOC(=O)N1CCN(C(=O)CN(Cc2ccc(Cl)cc2)S(=O)(=O)c2ccc(C)cc2)CC1 | -2 | 1 | 1.1 | -5 | 1 | 1 | 8 | 0.9 | -12 | 1
Cc1ccc[n+](C(C)C(=O)Nc2ccc(C)c([N+](=O)[O-])c2)c1 (configuration not stated) | 0 | 7 | 1.1 | -7 | 1.1 | 1 | 11 | 0.9 | -4 | 1
CN(CC(=O)Nc1ccc(F)cc1)C(=O)COc1ccc([N+](=O)[O-])cc1Cl | -2 | 9 | 1 | 2 | 1 | 0.9 | 11 | 0.9 | 4 | 0.9
CCn1c(CCNC(=O)c2ccc(F)cc2)nc2ccccc21 | -4 | 34 | 1 | -4 | 1 | 0.9 | -4 | 1 | 4 | 0.9
CN1CCC(Oc2ccccc2Sc2ccccc2)CC1 | 1 | 4 | 1 | 0 | 1 | 1 | 11 | 0.9 | 0 | 1
CC(=O)OCC(=O)[C@H]1CC[C@H]2[C@@H]3CC=C4C[C@@H](O)CC[C@]4(C)[C@H]3CC[C@]12C | 6 | 4 | 1.1 | -6 | 1.1 | 1.1 | 4 | 1 | -11 | 1.1
Cc1cc(C)nc(SCC(=O)N/N=C\C(Br)=C\c2ccccc2)n1 | 2 | -4 | 1 | 6 | 0.9 | 0.9 | 4 | 1 | -1 | 1
CNC(=S)N/N=C/c1c(C)nn(-c2cccc(Cl)c2)c1Cl | -7 | -14 | 1 | -5 | 1 | 0.9 | 6 | 0.9 | -10 | 0.9
CCCn1nnc(NC(=O)Cc2ccccc2)n1 | -4 | 2 | 1.1 | -5 | 1 | 1 | 2 | 1 | -10 | 1.1
CCOC(=O)Cn1c(CN2CCN(C(c3ccccc3)c3ccccc3)CC2)nc2c1c(=O)n(C)c(=O)n2C | -5 | -1 | 1 | -1 | 1 | 1 | 11 | 0.9 | 18 | 1
COc1ccc(C2=NOC(C(=O)Nc3cccnc3)C2)cc1 (configuration not stated) | -3 | -1 | 1 | -2 | 1 | 0.9 | 10 | 0.9 | -4 | 0.9
c1ccc2c(c1)OCC(CNc1ncnc3sccc13)O2 (configuration not stated) | -4 | -11 | 1 | -1 | 1 | 1 | 8 | 0.9 | -17 | 1
COc1ccc(C(=O)Nc2cc(-c3nn4c(C)nnc4s3)ccc2C)cc1 | -1 | 1 | 1 | -2 | 1 | 1 | 10 | 0.9 | -11 | 0.9
O=C(NC1CCCCC1)C(c1ccccn1)N(C(=O)Cc1cccs1)c1ccc(Cl)cc1 (configuration not stated) | -3 | 8 | 1 | -1 | 1 | 1 | 11 | 0.9 | 7 | 1
CCCC(c1nnnn1Cc1ccco1)N1CCN(C2CCCC2)CC1 (configuration not stated) | 0 | 9 | 1.1 | -7 | 1.1 | 1.2 | 10 | 0.9 | -13 | 1.1
CC(=O)Nc1cccc(Oc2ccc(-c3noc(C)n3)cc2)c1 | 2 | -5 | 0.8 | -3 | 1 | 0.8 | 21 | 0.8 | -8 | 0.9
COc1cccc(N2CC(C(=O)Nc3nnc(SCc4cccnc4)s3)CC2=O)c1 (configuration not stated) | 1 | 6 | 1 | -1 | 1 | 0.8 | 18 | 0.8 | -9 | 0.9
Cc1ccc(C)c(S(=O)(=O)N2CCN(C(=O)Cn3c(C(F)(F)F)nc4ccccc43)CC2)c1 | 3 | 12 | 1.1 | -5 | 1 | 1.1 | 0 | 1 | -5 | 1.1
O=C1C2Sc3[nH]c(=O)sc3C(c3ccccc3)C2C(=O)N1c1ccc(Cl)cc1 (configuration not stated) | 1 | 18 | 1.1 | 2 | 1 | 0.8 | 28 | 0.7 | -2 | 0.7
